TAG inh – inhibitors of triacylglycerol accumulation, primary screen, cell-based, uHTS, fluorescence, H9c2; H9c2 cells, Nile Red lipid (TAG) fluorescence; cells loaded with 200 µM oleic acid; inhibition, % at 12.5 µM; hit rate 0.66% among 230,000; AID 651582, 2012;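 active means pattern-corrected inhibition of lipid staining of at least 50% with the nuclear-stain viability signal not falling by more than 50%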;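 further: 0% = DMSO wells and 100% = triacsin C control wells; some results filed as inactive read as strong as hits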
TAG inh DAPI viability – recorded beside TAG inh, whose call it bears; DAPI nuclei signal change (viability), lower = more cytotoxic, %;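 whole-well DAPI fluorescence read on a plate reader as a viability signal; minus 50 percent equals half of cells still viable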
The depositor's hits bear a star. The list is partial; rates above refer to the full screens.

Start of the data: the first 22 entries, ahead of the listing:
SMILES	TAG inh	TAG inh DAPI viability
COc1cc2c(C(=O)NC3CCCCCC3)cn(C)c(=O)c2cc1OC	24	-1
CCC(=O)N(c1nnc(SCC(=O)c2ccc[nH]2)s1)C1CC1	-3	6
CCOC(=O)c1ccc(NC(=O)c2cc(C)nc3ccccc23)cc1	-5	0
CCCCN(C(=O)c1ccc(N2CCCC2=O)cc1)c1c(N)n(CCC)c(=O)[nH]c1=O	5	7
COc1ccc(C(=O)NNC(=O)c2cccc(F)c2)cc1	6	-2
c1ccc(-c2nnc(SCc3nnc(-c4cccs4)o3)o2)cc1	-12	13
COc1ccc(S(=O)(=O)N2CCCCCC2)cc1C(=O)OCC(=O)NC1CCS(=O)(=O)C1 (stereo not drawn)	-5	5
Cc1ccc(OCC(=O)Nc2cccc(S(=O)(=O)N3CCOCC3)c2)c([N+](=O)[O-])n1	-12	3
O=C(NC(Cc1ccccc1)C(=O)O)/C(=C/c1ccc([N+](=O)[O-])cc1)NC(=O)c1ccccc1Br (stereo not drawn)	-13	12
COc1ccc(C2(C(=O)Nc3ccc(C(=O)N4CCOCC4)cc3)CCOCC2)cc1	-4	-1
Cc1cc(C)nc(NC(=O)Nc2ccc(F)cc2F)n1	15	4
OCC[C@H]1C[C@H](O)[C@@H](O)[C@@]2(CCCc3ccccc3O2)O1	-8	3
O=C(CCNC(=O)c1ccccc1Cl)NN1C(=O)NC2(CCCCC2)C1=O	-12	5
O=C(COC(=O)C1=COCCO1)NCc1ccc(Cl)cc1Cl	66*	-50*
CCOC(=O)c1cncc(C#CCO)c1	1	-6
CC(N)c1csc(Nc2ccc(C(=O)NCCCO)cn2)n1 (stereo not drawn)	-11	-2
O=C(CCNC(=O)c1ccccc1)Nc1cccnc1	0	7
Cc1occc1C(=O)N/N=C/c1sc(N2CCOCC2)nc1-c1ccccc1	-2	-4
CCN1C[C@@H]2[C@@H]3C(=O)N(Cc4ccccc4)C(=O)[C@@H]3[C@](CC)(C(=O)OC)N2C1=NC1CCCCC1	-5	3
Cc1ccc(NC(=O)COC(=O)c2ccccc2Cl)cc1S(=O)(=O)N(C)C	4	-5
CC(C)N(C)c1ncnc2c1ncn2[C@H]1CN(Cc2ccc(Cl)cc2)C[C@@H](CO)O1	7	1
C/C(=N\NC(=O)c1c(Br)c(C)nn1C)c1cccc(NC(=O)C2CCC2)c1	0	-1

The whole of this part (from the top)
SMILES	TAG inh	TAG inh DAPI viability
COc1cc2c(C(=O)NC3CCCCCC3)cn(C)c(=O)c2cc1OC	24	-1
CCC(=O)N(c1nnc(SCC(=O)c2ccc[nH]2)s1)C1CC1	-3	6
CCOC(=O)c1ccc(NC(=O)c2cc(C)nc3ccccc23)cc1	-5	0
CCCCN(C(=O)c1ccc(N2CCCC2=O)cc1)c1c(N)n(CCC)c(=O)[nH]c1=O	5	7
COc1ccc(C(=O)NNC(=O)c2cccc(F)c2)cc1	6	-2
c1ccc(-c2nnc(SCc3nnc(-c4cccs4)o3)o2)cc1	-12	13
COc1ccc(S(=O)(=O)N2CCCCCC2)cc1C(=O)OCC(=O)NC1CCS(=O)(=O)C1 (stereo not drawn)	-5	5
Cc1ccc(OCC(=O)Nc2cccc(S(=O)(=O)N3CCOCC3)c2)c([N+](=O)[O-])n1	-12	3
O=C(NC(Cc1ccccc1)C(=O)O)/C(=C/c1ccc([N+](=O)[O-])cc1)NC(=O)c1ccccc1Br (stereo not drawn)	-13	12
COc1ccc(C2(C(=O)Nc3ccc(C(=O)N4CCOCC4)cc3)CCOCC2)cc1	-4	-1
Cc1cc(C)nc(NC(=O)Nc2ccc(F)cc2F)n1	15	4
OCC[C@H]1C[C@H](O)[C@@H](O)[C@@]2(CCCc3ccccc3O2)O1	-8	3
O=C(CCNC(=O)c1ccccc1Cl)NN1C(=O)NC2(CCCCC2)C1=O	-12	5
O=C(COC(=O)C1=COCCO1)NCc1ccc(Cl)cc1Cl	66*	-50*
CCOC(=O)c1cncc(C#CCO)c1	1	-6

Looked up above:
Value of COc1ccc(C(=O)NNC(=O)c2cccc(F)c2)cc1 in TAG inh DAPI viability: -2
Value of CCOC(=O)c1cncc(C#CCO)c1 in TAG inh: 1

The listing continues:
SMILES	TAG inh	TAG inh DAPI viability
CC(N)c1csc(Nc2ccc(C(=O)NCCCO)cn2)n1 (stereo not drawn)	-11	-2
O=C(CCNC(=O)c1ccccc1)Nc1cccnc1	0	7
Cc1occc1C(=O)N/N=C/c1sc(N2CCOCC2)nc1-c1ccccc1	-2	-4
CCN1C[C@@H]2[C@@H]3C(=O)N(Cc4ccccc4)C(=O)[C@@H]3[C@](CC)(C(=O)OC)N2C1=NC1CCCCC1	-5	3
Cc1ccc(NC(=O)COC(=O)c2ccccc2Cl)cc1S(=O)(=O)N(C)C	4	-5
CC(C)N(C)c1ncnc2c1ncn2[C@H]1CN(Cc2ccc(Cl)cc2)C[C@@H](CO)O1	7	1
C/C(=N\NC(=O)c1c(Br)c(C)nn1C)c1cccc(NC(=O)C2CCC2)c1	0	-1
COc1ccc(CN2C[C@@H](CO)O[C@@H](n3cnc4c(N5CCN(CCO)CC5)ncnc43)C2)cc1	18	-4
Cc1cccc(N2CC(C)Cn3c2nc2c3c(=O)n(CC(=O)OCc3ccccc3)c(=O)n2C)c1 (stereo not drawn)	-4	0
Cc1cccc(N(Cc2ccccc2)C(=O)CCl)c1	68*	-32*
CCOC(=O)C(N)CSC1CC(=O)N(CCc2ccccc2)C1=O (stereo not drawn)	11	-3
CCNC(=O)C1(C)CCCN1C(=O)c1cc(OC)c(OC)c(OC)c1 (stereo not drawn)	1	-9
CN(C)CCCNc1ncnc2sc(-c3ccccc3)cc12	8	11
CCC(CC)NC(=O)Nc1ccccc1C(F)(F)F	0	-6
O=C(NCc1cccnc1)c1cc(C2CCCN(C(=O)c3cccs3)C2)on1 (stereo not drawn)	-2	-6
CCCC(=O)Nc1ccc(Cl)c(NC(=O)c2cccc(OC)c2)c1	12	-8
CCOc1ccc(CC2c3cc(OCC)c(OCC)cc3CCN2C(=O)CN2CCN(C)CC2)cc1OCC (stereo not drawn)	-2	2
COc1ccc(C(C)NC(=O)C2CCCC2)cc1OC (stereo not drawn)	7	-6
CCOC(=O)N1CCC2(CC1)C(C(=O)C13CC4CC(CC(C4)C1)C3)C2(C#N)C#N (stereo not drawn)	-9	8
O=C(Cc1ccccc1)Nc1ccc(NC(=O)c2ccccc2)c(Cl)c1	0	4
COc1ccccc1NC(=O)CC(=O)CSc1nnc(-c2ccc(C)cc2)n1C	-13	-3
CC(C)Cn1c(CN(C)Cc2ccccc2)nc2c1c(=O)n(C)c(=O)n2C	-53	10
CC(OC(=O)c1cccc(S(=O)(=O)N2CCCCC2)c1)C(=O)NC1CCCCC1C (stereo not drawn)	7	-8
Cc1ccc(C)c(NC(=O)C(=O)NCCCN2CCOCC2)c1	7	3
O=C(C=C(C(=O)c1ccccc1)c1ccccc1)c1ccccc1	-12	2
COc1cc(C=C2C(=O)c3ccccc3C2=O)ccc1O	13	-7
CCN(CC)c1ccc(C(=O)OCc2cc(=O)oc3cc(O)ccc23)cc1	-12	20
Cc1ccc(S(=O)(=O)N2CC=C(C(=O)NCc3ccc(F)cc3)CC2)cc1	-5	-4
O=C(CCN1C(=O)/C(=C/C=C/c2ccccc2)SC1=S)Nc1nc2ccccc2s1	-7	-3
O=C(CSc1ccccc1C(=O)O)NC12CC3CC(CC(C3)C1)C2	10	-12
CN(C)CCN1C(=O)C(O)=C(C(=O)c2cc3ccccc3o2)C1c1ccc(N(C)C)cc1 (stereo not drawn)	7	-3
CC(O)(c1cccnc1)c1nc(-c2cccc(F)c2)cs1 (stereo not drawn)	3	-10
CCOc1ccc(C=O)cc1CN1CCCCC1	-12	8
Cc1ccc2nc(-c3cccc(-c4cccc(Cl)c4)c3)c(NCc3ccccc3)n2c1	-25	68
CN(C)c1nc(OCC(=O)NC(C)(C)C)nc(N(C)C)n1	-10	4
CCCCNC(=O)C1c2cc(OC)c(OC)cc2C(=O)N(C)C1c1ccc(OC)cc1 (stereo not drawn)	2	0
O=C(CSc1nnnn1-c1ccc(F)cc1)NCc1cccs1	-9	4
COc1ccc(COC(=O)C2=C(C)NC(=O)NC2c2ccc(OC)c(OC)c2)cc1 (stereo not drawn)	5	-1
O=C(Cn1cc(/C=N/NC(=O)c2ccccc2Br)c2ccccc21)Nc1ccc(F)cc1	9	-8
O=C(COc1ccc2ccccc2c1Br)NCc1ccccn1	10	-4
COc1cc(S(=O)(=O)n2ccc(C)n2)c(C)cc1C	-20	4
Cc1cccc(NC(=O)C2CCCN(C(=O)Nc3ccccc3)C2)c1C (stereo not drawn)	8	-10
COc1cccc(C(=O)N(Cc2ccco2)Cc2cc3cccc(C)c3[nH]c2=O)c1	-6	-14
COc1ccccc1CNC(=O)C1CCN(S(C)(=O)=O)CC1	13	-11
CCC(C)(C(=O)NC1CCCC1)N(C)C(=O)Cc1c[nH]c2ccccc12 (stereo not drawn)	-5	-1
COC(=O)CCCCC1SCC(NC(=O)OC)C1NC(=O)OC (stereo not drawn)	2	1
O=C(NCc1ccncc1)NC1CCCCC1	-2	-2
O=C(c1cccc(O)c1)N1CCN(C(=O)C2CC2)CC1	0	-5
COc1ccc(COC(=O)C2=C(C)NC(=O)NC2c2ccccc2)cc1 (stereo not drawn)	6	-3
COc1ccc(-n2cc(CNCc3cnc4ccccn34)c(-c3cccc(F)c3)n2)cc1	1	51
Cc1ccc(S(=O)(=O)N2C[C@]3(O)C[C@@H]4C(=O)N(c5ccccc5)C(=O)[C@@H]4C[C@]3(OC(=O)Nc3cccs3)C2)cc1	5	25
O=C(COC(=O)c1cnc(Cl)c(Cl)c1)NCc1ccco1	-3	6
CCCN(C(=O)COC(=O)c1cc(CC)c(C)s1)c1c(N)n(Cc2ccccc2)c(=O)[nH]c1=O	-4	-10
O=C(NCC1CCCO1)C1CCCN1C(=O)Nc1ccc(Cl)cc1 (stereo not drawn)	3	-3
CC([NH2+][O-])C(C)(C)NO (stereo not drawn)	10	-5
O=C1CC(c2ccccc2)n2nc(NS(=O)(=O)c3ccccc3)nc2N1 (stereo not drawn)	-2	2
O=C(CCNC(=O)c1ccccc1Cl)Nc1cccc(S(=O)(=O)N2CCOCC2)c1	-2	6
COc1ccc(N2CCN(C(=O)c3ccc(Cn4nc(C)c([N+](=O)[O-])c4C)o3)CC2)cc1	13	-13
Cc1nn(CC(=O)NCCC2=CCCCC2)c(C)c1[N+](=O)[O-]	-25	-2
Cc1sc(NC(=O)COc2ccccc2)c(C#N)c1C	-13	2
Following part:
SMILES	TAG inh	TAG inh DAPI viability
Cc1ccc(S(=O)(=O)N2CCCC2CNC(=O)C(=O)NC2CCCC2)cc1 (stereo not drawn)	-4	0
CC(=O)NC(c1ccccc1)c1nc(-c2ccc(C)c(C)c2)cs1 (stereo not drawn)	-12	18
COc1ccccc1Nc1nc(N2CCCC2)nc(N2CCOCC2)n1	36	-23
CC(C)(C)C(=O)Nc1ccc(N2CCN(S(C)(=O)=O)CC2)cc1	17	-9
CCOC(=O)CNC(=O)c1cnn2cccnc12	7	-7
CCc1nc2ccccc2c(C(=O)OCC(=O)N(CC(C)C)c2c(N)n(Cc3ccccc3)c(=O)[nH]c2=O)c1C	2	1
CC(=O)NCC(=O)N(c1ccccc1)C1(C(=O)NC2CCCCC2)CCCCC1	-3	5
CN(C(=O)c1ccc2c(=O)n3c(nc2c1)CCCCC3)c1ccccc1	-1	13
CC(=O)Nc1cc(-c2cccc(C(=O)N(C)C)c2)cn2c(-c3cccc(C(=O)N(C)C)c3)cnc12	4	-1
CC(=O)N1c2ccccc2Sc2ccc3ccccc3c21	5	-7
COc1ccc(NC(=O)C(C)SCc2ccccc2)cc1 (stereo not drawn)	-16	4
CC1CC(C)CN(CCCNC(=O)c2cc3c(=O)[nH]c4ccccc4c3n2C)C1 (stereo not drawn)	-5	22
CCCC(=O)OCC(=O)Nc1cc(C(C)(C)C)nn1-c1ccccc1	-2	-10
COc1cc(O)c(C(CCN2CCN(c3ccccc3)CC2)c2ccc3c(c2)OCO3)c(OC)c1 (stereo not drawn)	0	2
O=C(Nc1ccc(Cl)cn1)C1COc2ccccc2O1 (stereo not drawn)	14	-6
O=C(O)c1cccc(N2C(=O)CSC2c2c(F)cccc2Cl)c1 (stereo not drawn)	0	-13
CS(=O)(=O)NCCSCc1c(F)cccc1Cl	6	-5
Cc1nnc(N/N=C/c2ccco2)n1N	-20	14
COc1ccccc1NC(=O)CCN1CCN(c2ccc(Cl)cc2)CC1	-14	7
CC(C)c1onc(C(=O)N(C)C2CCCCC2)c1[N+](=O)[O-]	-6	5
CCn1nccc1C(=O)Nc1ccc(C)c(C)c1	11	1
Cc1cccc(NC(=O)CSCC(=O)NNC(=O)c2ccoc2C)c1	-1	-3
CNS(=O)(=O)c1cccc(C(=O)OCC(=O)Nc2cc(F)ccc2F)c1	-3	4
CCSc1nc2nc(C)cc(C)n2n1	1	-3
COC(=O)CN(C)C(=O)c1ccccc1OC1CCN(S(C)(=O)=O)CC1	11	-13
CCO[C@H]1c2c(ccc3ccc(=O)oc23)OC(C)(C)[C@H]1O	-11	3
O=C(OCC(=O)N1CCCCCC1)c1ccc(S(=O)(=O)N2CCOCC2)cc1	5	-8
CCC1(c2ccccc2)SC(=O)NC1=O (stereo not drawn)	-8	-2
Cc1cc(C)n2nc(C(=O)Nc3ccc(S(=O)(=O)N4CCCCC4)cc3)nc2n1	-6	-1
C[C@H]1CCCCO[C@@H](CN(C)S(=O)(=O)c2ccc(Cl)cc2)[C@@H](C)CN([C@@H](C)CO)C(=O)c2cc(NS(=O)(=O)c3ccccc3)ccc2O1	4	1
CCN1CCN(S(=O)(=O)c2ccc(OC)c3ccccc23)CC1	8	-4
COc1cc(-c2nnc(-c3ccc(S(=O)(=O)c4ccccc4)cc3)o2)cc(OC)c1OC	-12	7
Cc1nnc(-c2ccccc2)c[n+]1[O-]	-3	9
